Screening data as filed in PubChem.
DRD3 agonist – activates the human D3 dopamine receptor | P35462 | D3R DiscoveRx beta-arrestin cells, luminescence, 90 min | max activation, % | actives 0.58% (n = 410,000) | AID 652048; in the data active = max activation above about 30%; also: 0% is about no effect; mostly tested at two doses, the higher about 12 µM
Target sequence (P35462 whole entry, looked up): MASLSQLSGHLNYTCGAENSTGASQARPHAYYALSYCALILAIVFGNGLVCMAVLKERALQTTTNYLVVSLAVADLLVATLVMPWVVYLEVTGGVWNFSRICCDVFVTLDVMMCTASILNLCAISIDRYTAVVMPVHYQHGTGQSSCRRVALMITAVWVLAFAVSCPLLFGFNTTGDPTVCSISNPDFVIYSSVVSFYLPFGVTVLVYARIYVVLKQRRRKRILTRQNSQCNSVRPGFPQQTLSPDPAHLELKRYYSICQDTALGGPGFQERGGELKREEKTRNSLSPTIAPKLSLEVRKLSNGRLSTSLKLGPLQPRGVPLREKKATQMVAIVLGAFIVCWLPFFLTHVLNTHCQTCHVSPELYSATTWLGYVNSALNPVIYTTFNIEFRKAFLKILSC
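Cells at 1500/well, incubated overnight, then treated with pinned compounds (dopamine as control) for 90 min at 37 degrees C. DiscoveRx reagent added for 30 - 60 minutes at room temperature; luminescence read.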
KB-V1 cytotox – KB-V1 MDR subline cytotoxicity; KB-V1 MDR cells viability, CellTiter-Glo, 72 h; Potency, µM (titrated, usually from 46.1 µM), for the others: top-dose activity change, negative = cytotoxicity, actives largely listed as cytotoxic; actives 3.4% (n = 400,000); also: potency is read from the fitted curve at half-maximal effect; % is scaled to controls: 0 for no effect and ±100 for the full control effect; nearly all actives have a fitted effect of over 60% in size
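Compound-treated KB-V1 multidrug-resistant cells, 72 h, 37 degrees C; viability by CellTiter-Glo. Fitted qHTS curves give the values.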
D3 antag – antagonists of human D3 dopamine receptor | P35462 | D3R cells, DiscoveRx beta-arrestin luminescence, antagonist mode; stronger effect = lower value | max response, negative = inhibition, % | actives 2.5% (n = 360,000) | AID 652054; in the data active = max response below about -50%; inconclusive = no clear call, values can overlap the other calls; also: % is scaled to controls: 0 for no effect and ±100 for the full control effect; mostly tested at two doses, the higher about 12 µM
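Cells plated overnight at 1500 cells/well, then exposed to library compounds with dopamine controls for 90 minutes at 37 degrees C. DiscoveRx reagent added for 30–60 minutes at room temperature; luminescence read, quantitative HTS format.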
GLP1R ag – agonists of human GLP-1 receptor; P43220; HEK293 GLP-1R CRE-luciferase, luminescence, 4-6 h; cells express a hypersensitive GLP-1R form; Potency, µM (titrated, usually from 45.6 µM), without a hit: at the top dose activation, usual class: activators; actives 0.007% (n = 380,000); AID 624172; also: potency is read from the fitted curve at half-maximal effect; % of control where 0% means no effect
Target sequence (P43220 whole entry, looked up): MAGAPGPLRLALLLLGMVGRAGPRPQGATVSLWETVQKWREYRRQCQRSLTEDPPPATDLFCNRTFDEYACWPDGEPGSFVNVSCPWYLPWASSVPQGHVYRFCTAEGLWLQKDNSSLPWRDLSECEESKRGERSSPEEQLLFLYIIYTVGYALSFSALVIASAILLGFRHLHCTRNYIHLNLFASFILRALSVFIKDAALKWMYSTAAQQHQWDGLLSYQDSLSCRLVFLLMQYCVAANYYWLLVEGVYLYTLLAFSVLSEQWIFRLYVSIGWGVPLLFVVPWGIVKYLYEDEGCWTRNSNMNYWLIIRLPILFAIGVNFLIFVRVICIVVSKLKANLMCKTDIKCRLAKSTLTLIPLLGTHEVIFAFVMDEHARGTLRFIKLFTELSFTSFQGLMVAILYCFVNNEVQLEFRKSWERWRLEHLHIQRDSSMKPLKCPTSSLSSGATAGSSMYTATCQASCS
IL1B secr inh – inhibitors of inflammasome signaling (IL-1 beta secretion); THP-1 LPS/ATP IL-1B secretion, AlphaLISA, 16 h; stronger effect = lower value; activity change, % at 57.5 µM; actives 4.7% (n = 360,000); in the data active = activity change below about -50%; inconclusive = mostly about -30% to -49%; also: % is scaled to controls: 0 for no effect and ±100 for the full control effect
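Secreted IL-1B measured by AlphaLISA bead assay after 16 h compound exposure of THP-1 cells; compounds (final up to 57.5 uM) added 1 h before LPS (250 ng/mL) and ATP (1.25 mM) stimulation; lower signal means less secretion.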
HT1080-NT tox – kills 2HG-producing HT-1080-NT fibrosarcoma cells; Potency, µM (doses to about 46.1 µM), without a hit: top-dose activity, negative = less viability, most hits filed as cytotoxic; actives 1.6% (n = 360,000); HT-1080-NT fibrosarcoma viability, CellTiter-Glo ATP luminescence, 48 h;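 also: NT is the 2HG producing partner of a matched IDH1 knockdown line; potency is read from the fitted curve at half-maximal effect; 0% = DMSO-treated cells and -100% = media-only wells without cells; nearly all actives have a fitted effect of over 55% in size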
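Compounds were tested in concentration-response format on HT-1080-NT cells for 48 hours at 37 degrees C. Cell viability came from CellTiter-Glo luminescence; curves were classified by r2, response magnitude and activity.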
HT1080 IDH1KD tx – HT-1080 IDH1 knockdown cell toxicity (counter line). HT-1080 IDH1 knockdown viability, ATP luminescence, 48 h. AID 686971. Potency, µM (highest dose often 46.1 µM), for the others: at the highest dose activity, negative = toxicity, hits mostly cytotoxic. actives 2% (n = 360,000);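 also: potency is read from the fitted curve at half-maximal effect; 0% = DMSO wells and -100% = cell-free medium wells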
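Viability of IDH1-knockdown HT-1080 fibrosarcoma cells was assessed by CellTiter-Glo after 48 h at 37 °C with titrated compound; concentration-effect curves were classified by fit quality and response size.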
SW480 rereplic – inducers of DNA re-replication in SW480 colon cancer cells | AID 624297 | SW480 DNA re-replication, Hoechst DNA content imaging, 48 h | actives 1.8% (n = 340,000) | Potency, µM (series often up to 46.1 µM), inactives show top-dose re-replication activation, usual class: activators; also: potency is read from the fitted curve at half-maximal effect; % of control where 0% means no effect; nearly all actives have a fitted effect of over 55% in size
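Hoechst fluorescence of nuclei (405 nm excitation, 500-530 nm emission) measured by plate-scanning imager after 48 hr compound exposure at 37 C; re-replication scored as increased number of nuclei with elevated intensity.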
KB-3-1 tox – kills parental KB-3-1 adenocarcinoma cells. KB-3-1 viability, CellTiter-Glo ATP luminescence, 72 h. Potency, µM (titrated, usually from 46.1 µM), for the others: top-dose activity change, negative = cytotoxic, usual class: cytotoxic. actives 1.4% (n = 400,000). AID 1347075; also: potency is read from the fitted curve at half-maximal effect; % is scaled to controls: 0 for no effect and ±100 for the full control effect; nearly all actives have a fitted effect of over 60% in size
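Using CellTiter-Glo luminescence, growth of non-resistant KB-3-1 adenocarcinoma cells is assessed 72 h after pin-tool compound addition at 37 °C. Normalized responses across the concentration series yield fitted curves.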
Numbers without * were called inactive; ? = inconclusive; . = not tested or not shown; [ ] = remark or other dose. Unless noted, calls follow the shape of the dose curve; as a rule, active = well fitted curve in the direction sought with a large enough effect; inconclusive = small, poorly fitted or top-dose-only effect, or another doubt; inactive = no such curve, though single readings can be large; an effect the other way counts as inactive or inconclusive. Hits appear at their usual frequency; overall some 12% were active at least once.

| Structure | DRD3 agonist | KB-V1 cytotox | D3 antag | GLP1R ag | IL1B secr inh | HT1080-NT tox | HT1080 IDH1KD tx | SW480 rereplic | KB-3-1 tox |
| --- | --- | --- | --- | --- | --- | --- | --- | --- | --- |
| CCN(CC)C(=O)c1csc(COCCO)n1 | -13.8 | -2.6% | -5.8 | -6.3% | 0.0 | 14.1% | 19.0% | . | 0.0% |
| CNc1ncc(C(=O)c2ccc(Br)cc2)s1 | 14.9 | ? | -7.0 | 17.4% | -18.0 | -15.4% | 2.2% | -4.5% | 7.5% |
| O=C(Nc1cccc(S(=O)(=O)NC2=NCCC2)c1)c1cc(Cl)ccc1[N+](=O)[O-] | -6.4 | 7.0% | 20.3 | -7.6% | 11.0 | -4.3% | 2.0% | -10.9% | 3.4% |
| COc1ccccc1CCN1CCCC(CN(C)C(=O)c2ccco2)C1 (stereo not given) | -14.5 | 20.9% | ? | -4.8% | -10.6 | -11.4% | 0.7% | -1.2% | 13.9% |
| O=C1NC(=Nc2ccccc2)S/C1=C\c1cccnc1 | -2.4 | 9.6% | ? | 11.4% | -11.3 | 11.9% | 8.0% | ? | -1.5% |
| CCOC(=O)NC(CC(=O)O)c1ccc(OC)c(OC)c1 (stereo not given) | -1.9 | 12.1% | 22.8 | 1.7% | 21.8 | -2.6% | 4.9% | -9.7% | -5.8% |
| Cc1ccc(-c2cnc(SCCNC(=O)c3ccco3)[nH]2)cc1 | -6.4 | 0.0% | 0.0 | 15.2% | -13.8 | 0.5% | -4.4% | 3.4% | 3.8% |
| CC(=O)Nc1ccc(NC(=O)CCCCCn2nnc3ccccc3c2=O)cc1 | -2.5 | -2.1% | 2.9 | 12.9% | 40.1 | -2.7% | -0.6% | -2.7% | 5.1% |
| O=C(CSc1nc2ccccc2s1)N/N=C/c1ccco1 | 1.3 | -7.8% | 15.5 | 11.1% | 12.6 | -6.6% | -2.8% | 14.3% | -15.6% |
| O=Cc1cn(-c2ccccc2)nc1-c1ccncc1 | -5.9 | ? | -13.8 | 6.3% | 4.6 | -22.5% | -15.8% | ? | ? |
| CSCCC(NS(=O)(=O)c1ccc(Cl)cc1)C(=O)N1CCN(c2ccccc2)CC1 (stereo not given) | -2.3 | 14.6µM* | 0.0 | -13.8% | -3.2 | 1.4% | 6.0% | 3.0% | 10.9% |
| O=c1cc(-c2ccccc2)oc2ccc3ccccc3c12 | -0.9 | 20.6µM* | 15.3 | -11.0% | 6.4 | -15.9% | -2.1% | . | -20.0% |
| COC(=O)c1c(C)cc(C)n2c1nc1ccccc12 | 1.1 | -22.6% | -8.8 | 26.6% | -5.9 | 4.7% | 13.8% | 21.9% | 10.7% |
| CSc1nnc(CCCCCNC(=O)OC(C)(C)C)o1 | -17.7 | -3.7% | -17.4 | 0.1% | 6.5 | 16.5% | 16.9% | -19.3% | -1.5% |
| O=C(c1ccccc1)c1ccc(C(=O)N2CCN(c3ccc(O)cc3)CC2)cc1 | 3.7 | 1.6% | -25.2 | 9.0% | -5.2 | 3.9% | 3.7% | -21.4% | 0.0% |
| CCN(CC(=O)Nc1cc(Cl)ccc1C)C(=O)CCS(=O)(=O)c1ccc(C)cc1 | -13.5 | -25.2% | 0.0 | 1.0% | -14.1 | -15.0% | -2.1% | 17.8% | -25.0% |
| Cc1nnc(C)n1/N=C/C=C/c1ccccc1 | -1.1 | 1.0% | 13.6 | 7.8% | -11.1 | -1.3% | 3.0% | 4.1% | -8.1% |
| CN(C1CCCCC1)S(=O)(=O)c1ccc2c(c1)c(=O)c(C(=O)O)cn2C | -8.8 | 18.7% | -12.0 | 6.1% | 16.4 | -0.4% | 7.2% | . | 2.2% |
| Cc1csc(SCC(=O)Nc2nc(-c3ccccc3)cs2)n1 | -8.3 | -8.9% | ? | 5.8% | -10.0 | 12.8% | 5.7% | -1.5% | -3.9% |
| CC(C)=CCC/C(C)=C/CNC(=O)C[C@H]1C[C@H](C(=O)N2CCOCC2)[C@@]2(C)c3[nH]c4cc(CCC(=O)N(C)C)ccc4c3CCN2C1=O | -10.4 | 13.8% | 33.9 | -5.2% | -3.6 | -10.6% | -7.6% | ? | 0.6% |
| CN(C1=C(N2CCCCC2)C(=O)c2ccccc2C1=O)c1ccccc1 | -17.8 | -16.5% | -24.4 | 6.8% | -82.3* | ? | ? | 12.1% | -14.2% |
| CCc1ccc(N(C(=O)c2ccco2)C(C(=O)NC2CCCC2)c2ccncc2)cc1 (stereo not given) | 3.1 | ? | -3.2 | 0.2% | -2.8 | -18.3% | -2.3% | -2.3% | -8.3% |
| CC(C)(CNC(=O)c1cc(-c2ccc(Cl)s2)nc2ccccc12)N1CCOCC1 | 8.1 | -0.9% | 1.6 | 9.4% | ? | -1.8% | 0.3% | 23.1µM* | 7.7% |
| COC(=O)CSc1nc(C2CC2)cc(C(F)(F)F)c1C#N | -6.2 | 0.2% | -26.8 | 8.1% | 1.3 | 13.4% | 12.6% | -4.3% | 0.2% |
| COC(=O)N/N=C\c1ccc(OC/C=C/c2ccccc2)c(OC)c1 | -2.8 | -4.9% | 6.6 | -3.9% | ? | -6.1% | 2.8% | 1.8% | -5.5% |
| CC(=O)Oc1ccc2c(c1)CCC1C2CCC2(C)C(OC(C)=O)CCC12 (stereo not given) | 20.5 | 10.3µM* | 0.9 | 12.2% | 39.7 | -0.5% | 0.1% | -0.5% | ? |
| OCC(O)C1OC(c2ccccc2)OC(CO)C1O (stereo not given) | 30.9* | 24.4% | 15.2 | -4.4% | 10.6 | 5.7% | 3.1% | ? | 0.0% |
| O=C(N1CCCCC1)N1CCN(S(=O)(=O)c2ccc(Cl)cc2)CC1 | -3.5 | ? | -13.5 | 8.1% | -1.0 | -6.1% | 10.9% | -3.6% | -11.3% |
| O=C(Nc1ncn[nH]1)c1c(Cl)ccc(Cl)c1Cl | -0.1 | 3.9% | -12.1 | -2.0% | -0.2 | -1.9% | -2.5% | -2.2% | 1.5% |
| COCc1ccc([C@@H]2C[C@H]3CN(Cc4cccc(Cl)c4)C(=O)[C@]34CCCN24)o1 | -0.4 | -25.3% | -7.0 | -0.4% | 11.3 | 8.4% | 6.0% | -1.7% | 0.6% |
| O=C1NCCN(CC2CCN(CCc3ccc(Cl)c(Cl)c3)CC2)C1=O | 6.3 | -16.5% | 14.8 | -3.1% | -14.7 | -4.0% | 1.2% | -2.9% | -11.8% |
| COc1ccc(CN(C)C[C@H]2OCCCC[C@@H](C)Oc3ccc(NC(=O)c4ccccc4)cc3C(=O)N([C@H](C)CO)C[C@@H]2C)cc1 | -7.0 | -23.8% | 0.1 | 6.1% | -18.9 | -3.4% | -9.6% | . | -5.0% |
| COC(OC)C1(C)C(C#N)=C(N)Oc2c1c(=O)oc1ccccc21 (stereo not given) | 8.2 | 1.5% | 1.0 | -3.1% | 3.7 | 14.5% | 8.4% | 9.7% | -0.5% |
| COc1ccc(C(CNC(=O)CSc2ccc(Br)cc2)N2CCOCC2)cc1 (stereo not given) | -17.2 | -16.5% | -15.0 | 12.5% | -0.2 | -3.7% | -3.0% | -81.3%[inhibitor] | 5.9% |
| CC(=O)c1c(C)[nH]c(C(=O)OCC(=O)c2c[nH]c3ccccc23)c1C | 4.7 | 2.4% | 9.7 | 3.7% | -2.1 | -5.2% | -15.5% | ? | -8.1% |
| Cc1occc1C(=O)N/N=C/c1c[nH]c2ccccc12 | -40.5 | 3.5% | 4.6 | 1.7% | -7.7 | -15.5% | -10.9% | -5.3% | -4.4% |
| CCOc1ccc(S(=O)(=O)NN=C(C)c2cccnc2)cc1 | 5.6 | 0.0% | -6.7 | 7.8% | 7.5 | -2.9% | 2.3% | 13.6% | 0.9% |
| CC(=O)NC12CC3CC(C1)CC(C(=O)N1CCN(S(=O)(=O)c4ccccc4C#N)CC1)(C3)C2 | 2.9 | 6.8% | 4.7 | 0.8% | 7.7 | 8.8% | 14.7% | -130.2%[inhibitor] | 3.1% |
| Cc1cc2cc(C)c(NCCNC(=O)c3cccc(F)c3)nc2cc1C | 1.8 | -3.6% | 23.2 | 5.8% | 15.8 | -28.6% | ? | 2.3% | -9.1% |
| CC(C)(C)C(=O)N(Cc1ccc(Cl)cc1)c1cnccn1 | 2.7 | 10.0% | 2.7 | 11.7% | 19.8 | -0.5% | -3.2% | 15.7% | -11.6% |

Among those listed so far, these have an aryl methoxy group:
| Structure | DRD3 agonist | KB-V1 cytotox | D3 antag | GLP1R ag | IL1B secr inh | HT1080-NT tox | HT1080 IDH1KD tx | SW480 rereplic | KB-3-1 tox |
| --- | --- | --- | --- | --- | --- | --- | --- | --- | --- |
| COc1ccccc1CCN1CCCC(CN(C)C(=O)c2ccco2)C1 (stereo not given) | -14.5 | 20.9% | ? | -4.8% | -10.6 | -11.4% | 0.7% | -1.2% | 13.9% |
| CCOC(=O)NC(CC(=O)O)c1ccc(OC)c(OC)c1 (stereo not given) | -1.9 | 12.1% | 22.8 | 1.7% | 21.8 | -2.6% | 4.9% | -9.7% | -5.8% |
| COC(=O)N/N=C\c1ccc(OC/C=C/c2ccccc2)c(OC)c1 | -2.8 | -4.9% | 6.6 | -3.9% | ? | -6.1% | 2.8% | 1.8% | -5.5% |
| COc1ccc(CN(C)C[C@H]2OCCCC[C@@H](C)Oc3ccc(NC(=O)c4ccccc4)cc3C(=O)N([C@H](C)CO)C[C@@H]2C)cc1 | -7.0 | -23.8% | 0.1 | 6.1% | -18.9 | -3.4% | -9.6% | . | -5.0% |
| COc1ccc(C(CNC(=O)CSc2ccc(Br)cc2)N2CCOCC2)cc1 (stereo not given) | -17.2 | -16.5% | -15.0 | 12.5% | -0.2 | -3.7% | -3.0% | -81.3%[inhibitor] | 5.9% |
